CAL PDZ FP-1: blocks peptide binding to the human CAL PDZ domain; Q9HD26; purified CAL PDZ, TMR-peptide fluorescence polarization, 1 h; inhibition, % at 24.9 µM; hit rate 0.92% among 300,000; AID 602252;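 active = mean inhibition of at least 30% with at least half of replicates also reaching 30%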;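 note: 0% = DMSO neutral control and 100% = excess unlabeled competitor peptide PRC23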
CAL PDZ FP-2: human CAL PDZ-peptide interaction inhibition; Q9HD26; purified CAL PDZ, TMR-peptide fluorescence polarization, 1 h; inhibition, % at 20 µM; hit rate 0.02% among 330,000; AID 504414;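 active = highest replicate inhibition of at least 40%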;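 note: plate controls were DMSO neutral control wells for no effect and unlabeled competitor peptide control wells for full effect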
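Test system: tagged CAL PDZ domain / Buffer or medium: sodium phosphate/NaCl buffer pH 7.4 with TCEP, IgG, Thesit / Reagent: TMR-labelled reporter peptide T*-PRC34 bound in PDZ groove / Compound dosing: single point, 20 µM / Schedule: 1 h incubation at room temperature before polarization reading / Technique: fluorescence polarization (mP) / Benchmarks: unlabelled peptide, DMSO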
phage Ecoli inh: E. coli growth loss with phage present; AID 651602; growth absorbance; hit rate 0.26% among 360,000; inhibition, % at 11.9 µM; in the data active = inhibition above about 11%
SR-BI DiI inh: mouse SR-BI HDL lipid transfer inhibition; inhibition, % at 12.5 µM; hit rate 0.96% among 320,000; ldlA[mSR-BI] CHO cells, DiI-HDL uptake fluorescence, 3 h; AID 488896;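 active = mean replicate inhibition of at least 70% and a set share of replicates each scoring 70 or more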;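 note: 0% = median of neutral control wells and 100% = median of positive control wells; values of inactives mirror those of a sister screen read the other way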
Target sequence (Q61009 whole entry, looked up): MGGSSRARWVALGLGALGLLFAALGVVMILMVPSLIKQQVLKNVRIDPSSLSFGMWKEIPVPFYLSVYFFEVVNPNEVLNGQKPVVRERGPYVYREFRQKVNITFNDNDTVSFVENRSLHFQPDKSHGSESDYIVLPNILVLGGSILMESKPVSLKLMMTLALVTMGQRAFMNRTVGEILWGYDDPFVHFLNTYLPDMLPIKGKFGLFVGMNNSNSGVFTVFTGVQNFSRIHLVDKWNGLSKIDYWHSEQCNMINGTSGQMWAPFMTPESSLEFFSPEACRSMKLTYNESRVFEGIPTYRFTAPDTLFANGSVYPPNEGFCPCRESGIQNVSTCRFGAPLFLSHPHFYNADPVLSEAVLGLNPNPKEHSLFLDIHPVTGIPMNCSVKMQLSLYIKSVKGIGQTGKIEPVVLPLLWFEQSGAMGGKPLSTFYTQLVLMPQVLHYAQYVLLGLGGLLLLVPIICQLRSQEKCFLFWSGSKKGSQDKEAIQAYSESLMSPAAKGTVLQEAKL
Wnt bcat act: Wnt/beta-catenin pathway activation; Wnt/beta-catenin reporter cell assay, activator, plate reader; activation, % at 9.35 µM; hit rate 1.2% among 300,000; in the data active = activation above about 30%, passing the limit was not always enough;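 note: 0% = neutral control wells and 100% = positive control wells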
Tat export inh: inhibitors of E. coli Tat protein transport. hit rate 0.036% among 340,000. AID 488895. inhibition, % at 10 µM. E. coli MC4100 TorA-mCherry Tat export, fluorescence;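 active = mean replicate inhibition at least 50% and at least half of replicates individually reaching 50%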;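 note: exported cargo escapes ClpAP degradation while cytoplasmic cargo is degraded and loses fluorescence; 0% = median of neutral control wells and 100% = median of NaSCN control wells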
Ecoli viability: counter-screen for AddAB inhibitors: E. coli growth inhibition; hit rate 0.27% among 330,000; E. coli V3065 growth, OD600 absorbance, 18 h; AID 449728; inhibition, % at 11.9 µM;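 active = inhibition above the campaign's mean inhibition across all tested compounds plus 3 SD, cut at about 9.9% in these data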;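 note: uninfected addAB+ strain grown without phage in ampicillin broth; 0% = DMSO wells and 100% = ciprofloxacin 0.95 µg/ml wells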
MITF TRPM1 HTS: MITF TRPM1 promoter activation in melanoma cells; SK-MEL-5 TRPM1-promoter luciferase, 24 h; % of positive control, neutral wells = 0; activation, % at 12.5 µM; hit rate 0.75% among 300,000; AID 588334;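 active = mean activation of at least 80% with every replicate also reaching 80%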;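 note: 0% = neutral control wells and 100% = parthenolide positive control wells; values of inactives mirror those of a sister screen read the other way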
SR-BI DiI-HDL act: activators of SR-BI mediated HDL lipid uptake. CHO ldlA[mSR-BI] cells, DiI-HDL uptake fluorescence, 3 h; 100 = double the neutral-control signal. activation, % at 12.5 µM. hit rate 0.096% among 320,000. AID 504775;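 active = mean replicate activation of at least 60% and every replicate at or above 60%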;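 note: 0% = median plate neutral-control signal and 100% = twice that signal; values of inactives mirror those of a sister screen read the other way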
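System: LDL receptor-deficient CHO ldlA cells overexpressing murine SR-BI | Timing: 3 h uptake period with compound, 37 °C | Medium: HEPES-buffered (25 mM, pH 7.4) F12 plus 0.5% BSA | Dosing: Single-point compound dose | Signal: Bottom-read fluorescence, 550/595 nm | Read-out: Retained DiI signal reflecting DiI-HDL uptake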
AddAB inh: less growth of phage-infected E. coli with AddAB | E. coli expressing H. pylori AddAB, absorbance growth | inhibition, % at 11.9 µM | hit rate 0.29% among 330,000 | AID 435030; in the data active = inhibition above about 12%;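 note: 0% = vehicle wells of infected cells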
* = called active by the depositor; / = not tested or not shown.

Screens in order – CAL PDZ FP-1	CAL PDZ FP-2	phage Ecoli inh	SR-BI DiI inh	Wnt bcat act	Tat export inh	Ecoli viability	MITF TRPM1 HTS	SR-BI DiI-HDL act	AddAB inh
Cc1ccc(C)c(CSC2=NN3CCCC(=O)N=C3S2)c1
    -3.0	-3.6	1.6	/	0.8	3.6	-2.5	11.5	/	-1.3
CCOC(=O)Cc1cc(=O)n2[nH]c(-c3ccc(Cl)cc3)cc2n1
    -10.0	-2.1	-2.9	-15.5	/	1.3	-1.5	-3.6	15.5	-0.1
O=C(NCCCn1ccnc1)/C(=C\c1cccnc1)NC(=O)c1cccc(Br)c1
    0.0	-2.7	3.7	-36.8	1.6	-6.1	-0.4	-11.1	36.8	2.1
c1ccc(Cc2ccc(OCCn3ccnc3)cc2)cc1
    -12.7	0.3	-2.3	-15.0	0.3	6.5	/	-9.0	15.0	/
CCCNC(=O)Cn1cnc2sc(C(=O)NCCN(CC)CC)c(C)c2c1=O
    0.6	0.7	3.7	-7.8	-0.7	-0.9	0.5	6.9	7.8	1.1
CCN(CCO)Cc1csc2c(Br)cccc12
    /	-1.3	1.3	-10.4	-1.5	-18.5	1.9	/	10.4	4.3
CCC(C)(C)NS(=O)(=O)c1cc(CN2C(=O)c3cccnc3C2=O)ccc1OC
    -4.4	-1.2	3.2	-19.6	5.5	-3.4	-1.7	-0.8	19.6	0.0
CC(=O)c1c(C)n(-c2ccccc2)c2ccc(OCC(O)CN3CCOCC3)cc12 (centres undefined)
    9.1	-1.5	-0.8	8.3	-2.6	0.7	-2.2	-3.6	-8.3	-0.3
CCCCCOc1ccc(C2C(C(=O)c3ccc(C)o3)=C(O)C(=O)N2c2cc(C)on2)cc1 (centres undefined)
    -2.7	-3.8	1.2	1.7	-0.5	-5.9	-2.3	-8.1	-1.7	0.3
O=C(C1CCCN(S(=O)(=O)c2ccc(F)cc2)C1)N1CCCCC1 (centres undefined)
    -2.8	-1.3	-0.5	-2.2	-1.7	-5.4	1.4	-3.5	2.2	2.3
CC(C)(C)S(=O)(=O)N1Cc2ccc(CO)cc2[C@@H]1CCO
    0.9	0.8	1.5	-7.1	-0.6	-8.8	/	-5.9	7.1	/
Cc1ccc(S(=O)(=O)N2CCOCC2)cc1NC(=O)CSc1nc2ccccc2c(=O)n1Cc1ccccc1
    -2.7	-4.3	1.2	-10.3	-4.5	-4.5	0.8	-7.8	10.3	2.1
OCCSc1nncn1/N=C/c1c[nH]c2ccccc12
    -5.2	-2.0	1.9	-13.8	/	1.5	0.7	2.0	13.8	1.8
O=C(CCCN1C(=O)/C(=C/c2ccccc2)SC1=S)Nc1cccc(O)c1
    -5.4	-2.9	1.7	-7.0	-1.2	7.3	-0.7	12.6	7.0	1.7
CC1Sc2ccc(S(=O)(=O)NCCc3ccc(Cl)cc3)cc2NC1=O (centres undefined)
    5.1	-0.8	3.7	-8.5	1.2	6.0	-0.8	0.9	8.5	2.3
CN(C)CCCN(C(=O)c1cc(-c2cccs2)nc2ccccc12)c1nc2c(F)cccc2s1
    -3.0	-5.7	2.8	-6.5	-4.4	17.9	-1.1	-52.3	6.5	2.4
COc1cccc(/C=N/Nc2ncnc3c2[nH]c2ccc(C)cc23)c1OC
    -1.8	0.4	0.8	-6.8	0.2	-19.6	-1.8	9.2	6.8	-1.2
CCC(C(=O)NCc1cccc(C)c1)n1nc(C)c2c(C)n(-c3ccccc3)nc2c1=O (centres undefined)
    -3.2	-2.9	2.4	-19.6	0.6	4.1	0.4	3.2	19.6	2.9
Cc1ccccc1-n1c(=S)[nH]c2nc3c(cc2c1=O)COC(C)(C)C3
    /	-1.1	0.5	/	-1.4	2.1	-1.5	3.5	/	1.4
CCOC(=O)c1c(NC(=O)/C=C/C(=O)O)sc(C)c1-c1ccc(C(C)(C)C)cc1
    /	-1.0	2.2	-19.2	-2.7	10.7	-1.0	-37.2	19.2	0.9
Cc1oc(S(=O)(=O)N2CCCCC2)cc1NC(=O)Nc1ccccc1
    -4.3	-0.5	1.6	1.2	4.9	0.6	1.3	-5.2	-1.2	1.4
Cc1c(NC(=S)Nc2ccc(Cl)cc2)c(=O)n(-c2ccccc2)n1C
    -4.2	-2.1	2.6	7.4	-0.5	6.0	-0.7	-2.3	-7.4	-0.9
COc1ccc(Cc2nn3c(-c4ccccc4OC)nnc3s2)cc1
    -1.8	-3.6	2.2	23.1	/	-0.8	3.9	/	-23.1	2.3
C/C(N)=C(/C#N)C(=O)COC(=O)COc1ccc(Cl)cc1C
    20.2	-1.4	2.6	-6.6	-0.3	-0.5	-0.5	-5.1	6.6	1.8
COc1cccc(NC(=O)c2ccccc2)c1
    -0.3	-0.6	2.8	5.2	26.1	-22.2	0.5	104.5*	-5.2	-2.0
COC(=O)c1ccc(OCC(O)CN2CCN(C(=O)c3ccco3)CC2)cc1 (centres undefined)
    -3.4	0.7	-0.4	-15.0	3.1	-2.4	0.9	-10.2	15.0	-1.4
O=C(CNCC1CCCO1)Nc1ccccc1N1CCOCC1 (centres undefined)
    /	-2.1	-2.3	4.2	0.2	-7.4	0.0	-2.7	-4.2	0.5
c1ccc(OCc2nc3ccccc3[nH]2)cc1
    -1.0	-1.4	2.8	-6.5	62.0*	-3.9	1.7	/	6.5	7.9
Cc1nn(C)c(N)c1[N+](=O)[O-]
    -11.1	-0.1	3.2	-2.0	0.6	-2.7	-0.9	-10.3	2.0	0.6
CC1=CCC2COC(c3ccc[n+](Cc4ccccc4)c3)C1C2 (centres undefined)
    -2.5	-3.3	3.1	-0.8	1.8	4.7	1.2	-9.7	0.8	1.6
O=C(CC1C(=O)NCCN1Cc1cccc(Oc2ccccc2)c1)NCCc1cscn1 (centres undefined)
    0.4	-1.9	5.3	-13.6	-6.7	-2.5	-1.3	13.9	13.6	0.8
Cc1cccc(NC(=S)NC2CCSc3ccccc32)c1 (centres undefined)
    -1.0	-2.2	0.1	16.3	-2.4	-2.6	0.6	-2.8	-16.3	1.5
COc1ccc(OC)c(S(=O)(=O)n2cnc3ccccc32)c1
    -5.5	-0.1	1.4	-22.6	-1.3	0.6	-0.1	5.7	22.6	1.9
CN(CC(=O)Nc1ccc(Cl)c(S(=O)(=O)N2CCOCC2)c1)C(=O)c1ccc(C#N)cc1
    -5.6	-0.7	2.0	8.8	-3.0	-8.2	4.0	3.8	-8.8	0.4
COc1cccc(CN2CCN(c3ncccn3)CC2)c1OC
    9.6	-0.8	3.8	-42.8	0.0	-3.0	1.2	-19.2	42.8	3.5
Nn1c(SCc2cccc(Br)c2)nnc1-c1ccncc1
    /	-0.4	99.6*	8.4	-1.2	8.9	-5.1	/	-8.4	-3.5
CC(C)C[C@H](NC(=O)c1nc[nH]c1C(=O)NC(c1ccccc1)c1ccccc1)C(=O)OCc1ccccc1
    -3.8	0.2	0.4	-4.3	-10.2	-12.3	0.2	-0.1	4.3	2.1
Cc1cccc(-n2cc(C#N)c(=O)[nH]c2=O)n1
    1.2	-2.4	2.9	-18.2	0.1	0.2	-2.1	1.9	18.2	0.5
CC(C)[C@H](NS(=O)(=O)c1ccccc1)C(=O)OCC(=O)Nc1ccc2c(c1)OCO2
    -3.3	-3.4	2.1	6.7	/	-7.9	-0.7	4.6	-6.7	1.3
Cc1cc2cc(C)c3nnc(SCC(=O)NCc4ccco4)n3c2cc1C
    -2.2	-2.0	-0.6	52.5	/	-9.4	-2.4	5.8	-52.5	1.7
CCN=c1scc(-c2ccc(F)cc2)n1/N=C/c1ccccn1
    /	0.6	4.9	18.0	17.3	-5.2	0.9	91.5*	-18.0	0.1
COc1ccccc1NC(=O)COc1coc(CN2CCN(c3ccccc3)CC2)cc1=O
    -1.9	-1.7	-0.5	6.8	-3.6	-1.2	-1.0	6.5	-6.8	-1.8
O=c1[nH]c(CN2CCN(c3ccc([N+](=O)[O-])cc3)CC2)nc2ccsc12
    -2.9	-1.7	1.6	15.6	/	-0.5	-1.6	-11.6	-15.6	0.3
O=C(NCCO)c1cc2ccccc2c(=O)s1
    -3.8	-0.1	1.8	-19.5	0.4	2.6	-0.4	-0.8	19.5	4.8
O=C(Nc1ccccc1F)C1CCCC1
    /	-1.2	2.9	-1.2	-0.9	11.7	1.2	/	1.2	3.1
COc1cccc(C(=O)/C=C/Nc2ccc(S(=O)(=O)Nc3cc(OC)nc(OC)n3)cc2)c1
    /	-1.4	2.5	/	9.8	-3.7	2.4	-1.9	/	5.9
Cc1ccc(N2CC(C(=O)NCc3ccc4c(c3)OCO4)CC2=O)cc1C (centres undefined)
    -2.2	-0.6	1.9	-24.5	-5.4	-5.1	2.2	4.6	24.5	0.6
COc1ccc(-c2coc3c(C)c4oc(=O)c(CC(=O)O)c(C)c4cc23)cc1
    -15.8	-9.3	0.5	-3.0	1.2	-0.4	/	/	3.0	/
Cc1ccccc1C(=O)c1cccn1CC(=O)NC(C)CCc1ccccc1 (centres undefined)
    /	-0.5	2.0	-25.4	-1.3	5.5	-2.1	-5.3	25.4	-2.0
Cc1cc(C)cc(N(C(=O)c2nsc(Cl)c2Cl)C(C(=O)NC2CCCC2)c2ccc(O)cc2)c1 (centres undefined)
    -2.0	0.5	3.1	-17.7	-0.9	3.7	0.2	-18.8	17.7	2.8
CC(C)c1ccc(C(=O)NCCCN2CCOCC2)cc1
    -3.2	-2.4	2.6	-26.7	-1.4	-3.4	1.2	18.3	26.7	-2.2
CCN(CC(=O)NCc1ccc(Cl)cc1)Cc1cc(=O)n2ccsc2n1
    2.2	0.0	3.1	-26.9	-1.7	0.9	-1.0	-8.3	26.9	-1.7
O=C(Nc1ccc(F)c(Cl)c1)Nc1ccc(Cl)cn1
    3.9	-0.8	3.7	-4.1	5.2	-0.2	-0.8	12.1	4.1	-1.0
O=C(Nc1ccccc1)C1CC(O)CN1S(=O)(=O)c1ccc([N+](=O)[O-])cc1 (centres undefined)
    -1.1	-3.1	4.8	/	0.8	-7.2	0.4	-4.0	/	-3.0
O=C(COc1ccc(F)cc1)Nc1ccc(-n2cnnn2)cc1
    -1.2	-0.6	1.6	8.4	-4.6	2.0	0.8	5.0	-8.4	2.1
COc1ccc(/C=N/NC(=O)c2cc(-c3ccccc3)nc3ccccc23)c(C(=O)O)c1OC
    -2.4	-0.6	2.8	7.3	-0.5	-4.0	-2.2	-7.3	-7.3	-2.5
